Compound activity (PubChem)
KCNQ1 block: inhibitors of human KCNQ1 potassium channel; P51787; CHO-K1 KCNQ1, FluxOR thallium flux fluorescence; hits give high values; B-score at 10 µM; hit rate 1.3% among 310,000; AID 2642;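 active = compounds whose thallium flux B-score, printed positive for inhibition, exceeds three library SD while starting fluorescence stays within three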;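 also: channel opened by potassium depolarization with thallium stimulus after 20 min compound exposure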
KCNK3 block: human KCNK3 channel inhibition, primary screen; CHO-KCNK3 thallium flux, FluxOR fluorescence; hits give low values; B-score at 10 µM; hit rate 0.84% among 340,000; AID 602410;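 active = B-score under library mean minus 4 SD, starting fluorescence ratio at most library mean plus 5 SD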;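 also: more negative B-score means stronger inhibition of thallium flux through KCNK3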
GSK3beta inhib: human GSK3beta kinase inhibition | P49841 | GST-GSK3beta kinase, ADP-Glo luminescence, 60 min; hits give low values | activity score (negative = inhibition), % at 10 µM | hit rate 0.038% among 300,000;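 active = more than half of replicate wells score below -50%, meaning over 50% inhibition versus plate controls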;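 also: 0% = median DMSO wells and -100% = median GW8510 positive control wells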
Target sequence (P49841 whole entry, looked up): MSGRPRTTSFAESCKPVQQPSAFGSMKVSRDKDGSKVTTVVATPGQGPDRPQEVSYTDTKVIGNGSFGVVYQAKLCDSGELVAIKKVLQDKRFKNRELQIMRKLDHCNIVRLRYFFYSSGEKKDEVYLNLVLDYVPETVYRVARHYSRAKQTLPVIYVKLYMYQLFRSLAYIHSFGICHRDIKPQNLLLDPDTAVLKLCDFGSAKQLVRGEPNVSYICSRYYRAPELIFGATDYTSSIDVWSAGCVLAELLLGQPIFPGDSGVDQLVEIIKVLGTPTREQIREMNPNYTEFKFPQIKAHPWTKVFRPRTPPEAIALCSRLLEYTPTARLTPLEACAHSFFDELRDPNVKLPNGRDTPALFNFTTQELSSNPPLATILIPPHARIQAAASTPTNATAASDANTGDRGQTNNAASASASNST
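Assay system: GST-fused GSK3beta enzyme, cell-free / Medium: Tris pH 7.5 buffer with MgCl2, DTT, BSA, heparin / Also added: peptide substrate plus 25 µM ATP (final) / Compound: 10 µM single point / Timing: kinase reaction with compound 60 min at room temperature / Detection: ADP-Glo luminescence / Benchmarks: DMSO neutral wells and GW8510 at 20 µM as positive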
KCNK9 inh: blocks the human KCNK9 two-pore domain potassium channel; Q9NPC2; HEK293 KCNK9, FluxOR thallium flux fluorescence; hits give low values; B-score at 10 µM; hit rate 1.2% among 310,000;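 active = ratio B-score over 3 SD below the library mean, with starting fluorescence within 5 SD of its mean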;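 also: negative B-score means less thallium flux so channel inhibition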
RGS4 act: potentiators or activators of RGS4; hit rate 0.92% among 310,000; AID 463111; HEK293 M3R/inducible RGS4, carbachol calcium flux Fluo4; hits give low values; B-score at 10 µM;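 active = B-score of the integrated calcium signal more than 4 SD below the library mean, with starting fluorescence not abnormally high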;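 also: negative B-score means reduced calcium response which marks RGS4 activation or potentiation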
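Also added: carbachol at ECmax as muscarinic agonist stimulus; Assay system: HEK293 cells with stable M3R and inducible RGS4; Timing: overnight RGS4 induction, 30 min dye load 37 °C, 20 min compound RT; Measured by: Fluo4-AM (2 µM) calcium-flux fluorescence, kinetic read.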
GSK3 alpha inh: human GSK-3 alpha kinase inhibition | ADP-Glo luminescence, 60 min | inhibition, % at 10 µM | hit rate 0.1% among 320,000;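 in the data active = inhibition above about 50%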;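 also: GST-tagged GSK-3 alpha with peptide substrate and 25 µM ATP; 0% = DMSO neutral wells and 100% = GW8510 positive control wells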
HDAC3 inhib: blocks human histone deacetylase 3; inhibition, % at 8.3 µM; recombinant HDAC3, fluorogenic peptide/trypsin coupled, fluorescence; hit rate 0.15% among 320,000; in the data active = inhibition above about 26%, passing the limit was not always enough
Target sequence (O15379 whole entry, looked up): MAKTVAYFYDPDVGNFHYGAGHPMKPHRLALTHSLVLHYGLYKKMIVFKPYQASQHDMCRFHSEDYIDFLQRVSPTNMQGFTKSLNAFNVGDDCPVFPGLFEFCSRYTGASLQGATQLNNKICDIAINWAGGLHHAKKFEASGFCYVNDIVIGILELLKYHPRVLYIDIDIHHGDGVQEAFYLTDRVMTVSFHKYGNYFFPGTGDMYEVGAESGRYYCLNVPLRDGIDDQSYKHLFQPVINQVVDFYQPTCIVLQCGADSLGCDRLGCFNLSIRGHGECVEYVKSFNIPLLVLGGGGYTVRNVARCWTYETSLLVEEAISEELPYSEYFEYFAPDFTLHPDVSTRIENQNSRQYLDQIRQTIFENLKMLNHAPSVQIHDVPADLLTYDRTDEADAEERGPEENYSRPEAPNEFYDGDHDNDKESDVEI
hERG protect: shields human hERG channel from block by proarrhythmic agents; AID 1511; activation (rescue from dofetilide block), less the hit threshold, % at 10 µM; CHO-hERG, FluxOR thallium flux, dofetilide IC70 present; hit rate 0.51% among 310,000;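 active = activation above the mean of controls blocked by dofetilide plus 5 SD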;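 also: thallium influx through hERG after potassium depolarization seen as dye fluorescence rise; in these data hits start at about 4.7%; inactives centre near -7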
KCNQ1 act: potentiates or activates the human KCNQ1 potassium channel | B-score at 10 µM | CHO-K1 KCNQ1, thallium flux FluxOR fluorescence; hits give high values | hit rate 0.35% among 310,000 | P51787;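 active = fluorescence ratio B-score, a plate-corrected score, at least three library SD, with initial intensity B-score within 5 SD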
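assay system = KCNQ1-transfected CHO-K1 cells | medium = assay buffer with matched DMSO | probe or stimulus = depolarizing K+/Tl+ stimulus, K2SO4 and Tl2SO4 each 12.5 mM in 5x stock | dosing = single dose | incubation = dye 90 min, compound 20 min, room temperature | detection = kinetic FluxOR fluorescence, 10 s baseline plus 110 s post-stimulus | evaluation = ratio B score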
Dyrk1A ADPGlo: inhibitors of rat Dyrk1A kinase; hit rate 0.43% among 310,000; inhibition, % at 12.5 µM; Q63470; AID 504441; ADP-Glo luminescence, NFATc1 peptide; in the data active = inhibition above about 50%;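 also: plate controls were vehicle with enzyme for no effect and no enzyme for full effect; many of its hits are not listed in these tables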
PolyA inh: inhibitors of polyadenylation in S. cerevisiae. S. cerevisiae SKY197-pL101 polyadenylation reporter, beta-gal luminescence; efflux-impaired pdr1/pdr3 knockout yeast; score 100 = 6 SD above DMSO. calls only at 12 µM. hit rate 0.02% among 300,000;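 active = lowest replicate activity score at least 50, where 100 means six control SD above control mean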;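 also: yeast exposed to compound for 9 h at 30 °C; higher score means more reporter readthrough which indicates perturbed polyadenylation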
Active calls of the source: *. An excerpt, so the mix of outcomes need not match the whole.

How did C(=N\Nc1nn[nH]n1)/c1ccccc1 do in these assays?
KCNQ1 block: inactive; KCNK3 block: inactive; GSK3beta inhib: -2.8; KCNK9 inh: inactive; RGS4 act: inactive; GSK3 alpha inh: 3.3; HDAC3 inhib: 5.2; hERG protect: -8.8; KCNQ1 act: inactive; Dyrk1A ADPGlo: 2.3; PolyA inh: inactive

Results for CCOc1ccc(/C=N/Nc2cc(C)nc(N3CCOCC3)n2)cc1 ?
KCNQ1 block: inactive; KCNK3 block: inactive; GSK3beta inhib: 0.2; KCNK9 inh: inactive; RGS4 act: inactive; GSK3 alpha inh: -3.9; HDAC3 inhib: 5.8; hERG protect: -6.0; KCNQ1 act: inactive; Dyrk1A ADPGlo: 3.4; PolyA inh: inactive

How did COc1ccc(/C(O)=C2/C(=O)C(=O)N(c3ncccn3)C2c2ccc(F)cc2)cc1 (configuration not stated) do in these assays?
KCNQ1 block: inactive; KCNK3 block: inactive; GSK3beta inhib: -1.3; KCNK9 inh: inactive; RGS4 act: inactive; GSK3 alpha inh: -4.7; HDAC3 inhib: 1.7; hERG protect: -4.2; KCNQ1 act: inactive; Dyrk1A ADPGlo: 11.9; PolyA inh: inactive

How did Cc1ccc(NC(=O)CSCc2cc(=O)n3cc(C)sc3n2)c(C)c1 do in these assays?
KCNQ1 block: inactive; KCNK3 block: inactive; GSK3beta inhib: 0.2; KCNK9 inh: inactive; RGS4 act: inactive; GSK3 alpha inh: -0.8; HDAC3 inhib: 1.5; hERG protect: -2.1; KCNQ1 act: inactive; Dyrk1A ADPGlo: 1.6; PolyA inh: inactive

How did CCOC(=O)c1cnc(Nc2nc3ccccc3o2)nc1CSC(=S)N(CC)CC do in these assays?
KCNQ1 block: inactive; KCNK3 block: inactive; GSK3beta inhib: 0.8; KCNK9 inh: inactive; RGS4 act: inactive; GSK3 alpha inh: -0.4; HDAC3 inhib: -2.1; hERG protect: -10.6; KCNQ1 act: inactive; Dyrk1A ADPGlo: 1.0; PolyA inh: inactive

Results for CSc1ncc(C(=O)Nc2ccccc2C)c(C)n1 ?
KCNQ1 block: inactive; KCNK3 block: inactive; GSK3beta inhib: -28.1; KCNK9 inh: inactive; RGS4 act: inactive; GSK3 alpha inh: 0.4; HDAC3 inhib: -3.3; hERG protect: -4.4; KCNQ1 act: inactive; Dyrk1A ADPGlo: -3.4; PolyA inh: inactive

How did O=C(NC1CCCCC1)OCCN1CCN(Cc2ccccc2)CCC1=O do in these assays?
KCNQ1 block: inactive; GSK3beta inhib: -2.1; KCNK9 inh: inactive; RGS4 act: inactive; GSK3 alpha inh: -2.9; HDAC3 inhib: -3.6; hERG protect: -12.1; KCNQ1 act: inactive; PolyA inh: inactive

How did CCOc1ccc(NC(=S)N2C3CCCC2CC(NC(=O)C2CC2)C3)cc1 (configuration not stated) do in these assays?
KCNQ1 block: inactive; KCNK3 block: inactive; GSK3beta inhib: 0.7; KCNK9 inh: inactive; RGS4 act: inactive; GSK3 alpha inh: 4.4; HDAC3 inhib: 1.9; hERG protect: -9.2; KCNQ1 act: inactive; Dyrk1A ADPGlo: 3.1; PolyA inh: inactive

What do the screens show for `NC1=NC[C@@H](Cc2ccc(O)cc2)N1CC1CCCCC1`?
KCNQ1 block: inactive; KCNK3 block: inactive; GSK3beta inhib: -2.8; KCNK9 inh: inactive; RGS4 act: inactive; GSK3 alpha inh: 1.2; HDAC3 inhib: 0.3; hERG protect: -9.0; KCNQ1 act: inactive; Dyrk1A ADPGlo: 4.9; PolyA inh: inactive

How did CCOc1ccccc1C(=O)NC(C(=O)Nc1cccc(S(N)(=O)=O)c1)C(C)C (configuration not stated) do in these assays?
KCNQ1 block: inactive; KCNK3 block: inactive; GSK3beta inhib: 1.3; KCNK9 inh: inactive; RGS4 act: inactive; GSK3 alpha inh: 1.4; HDAC3 inhib: -1.9; hERG protect: -18.4; KCNQ1 act: inactive; Dyrk1A ADPGlo: -5.8; PolyA inh: inactive

Results for CCc1cccc2c(=O)c(C(=O)NCCN3CCOCC3)c[nH]c12 ?
KCNQ1 block: inactive; KCNK3 block: inactive; GSK3beta inhib: 2.4; KCNK9 inh: inactive; RGS4 act: inactive; GSK3 alpha inh: -1.7; HDAC3 inhib: 6.7; hERG protect: -11.8; KCNQ1 act: inactive; Dyrk1A ADPGlo: 20.4; PolyA inh: inactive

How did COc1ccc(-c2cc(C)no2)cc1S(=O)(=O)N(C)c1ccc(C)cc1 do in these assays?
KCNQ1 block: inactive; KCNK3 block: inactive; GSK3beta inhib: 1.4; KCNK9 inh: inactive; RGS4 act: inactive; GSK3 alpha inh: -1.9; HDAC3 inhib: 2.7; hERG protect: -8.0; KCNQ1 act: inactive; PolyA inh: inactive

How did COc1ccc(N(C)C(=O)Cn2c(=O)oc3ccccc32)c(OC)c1 do in these assays?
KCNQ1 block: inactive; KCNK3 block: inactive; GSK3beta inhib: 1.7; KCNK9 inh: inactive; RGS4 act: inactive; GSK3 alpha inh: 0.3; HDAC3 inhib: 2.4; hERG protect: -7.4; KCNQ1 act: inactive; Dyrk1A ADPGlo: 0.0; PolyA inh: inactive

How did O=C(NCc1ccccc1)/C(=C/c1ccccc1)NC(=O)c1ccco1 do in these assays?
KCNQ1 block: inactive; KCNK3 block: inactive; GSK3beta inhib: -0.5; KCNK9 inh: inactive; RGS4 act: inactive; GSK3 alpha inh: -1.4; HDAC3 inhib: 9.1; hERG protect: -2.3; KCNQ1 act: inactive; Dyrk1A ADPGlo: 1.2; PolyA inh: inactive

What do the screens show for `CCOc1ccccc1NC(=O)Nc1ccncc1`?
KCNQ1 block: inactive; KCNK3 block: inactive; GSK3beta inhib: 2.6; KCNK9 inh: inactive; RGS4 act: inactive; GSK3 alpha inh: 1.8; HDAC3 inhib: -3.2; hERG protect: -5.0; KCNQ1 act: inactive; Dyrk1A ADPGlo: -1.9; PolyA inh: inactive

Results for CCC(=O)N1CCN(c2ccccc2NC(=O)c2ccc(OC)c(Cl)c2)CC1 ?
KCNQ1 block: inactive; KCNK3 block: inactive; GSK3beta inhib: 1.4; KCNK9 inh: inactive; RGS4 act: inactive; GSK3 alpha inh: 1.1; HDAC3 inhib: -3.5; hERG protect: -4.7; KCNQ1 act: inactive; Dyrk1A ADPGlo: 13.7; PolyA inh: inactive

Results for COc1ccc(NC(=O)N2CCC(c3nc(-c4cccs4)no3)CC2)cc1 ?
KCNQ1 block: inactive; KCNK3 block: inactive; GSK3beta inhib: 3.3; KCNK9 inh: inactive; RGS4 act: inactive; HDAC3 inhib: -7.5; hERG protect: -9.8; KCNQ1 act: inactive; Dyrk1A ADPGlo: 1.4; PolyA inh: inactive

How did O=[N+]([O-])c1ccc(Cl)c(CN2CCSCC2)c1 do in these assays?
KCNQ1 block: inactive; KCNK3 block: inactive; GSK3beta inhib: 0.2; KCNK9 inh: inactive; RGS4 act: inactive; GSK3 alpha inh: 1.3; HDAC3 inhib: 7.4; hERG protect: -6.1; KCNQ1 act: inactive; Dyrk1A ADPGlo: -1.2; PolyA inh: inactive

What do the screens show for `CN(CC(=O)Nc1ccc(N2CCOCC2)cc1)C(=O)c1cn(-c2ccccc2)nc1-c1ccccc1`?
KCNQ1 block: inactive; KCNK3 block: inactive; GSK3beta inhib: 0.4; KCNK9 inh: inactive; RGS4 act: inactive; GSK3 alpha inh: -2.4; HDAC3 inhib: 1.6; hERG protect: -6.3; KCNQ1 act: inactive; Dyrk1A ADPGlo: 4.9; PolyA inh: inactive

What do the screens show for `CCN(CC)C(=O)Cn1cc(/C=C(\C#N)C(=O)NC2CC2)c2ccccc21`?
KCNQ1 block: inactive; KCNK3 block: inactive; GSK3beta inhib: -1.0; KCNK9 inh: inactive; RGS4 act: inactive; HDAC3 inhib: -4.6; hERG protect: -0.5; KCNQ1 act: inactive; PolyA inh: inactive

How did CC(=O)c1cccc(NC(=O)CCCCCn2nnc3ccccc3c2=O)c1 do in these assays?
KCNQ1 block: inactive; KCNK3 block: inactive; GSK3beta inhib: -0.8; KCNK9 inh: inactive; RGS4 act: inactive; GSK3 alpha inh: -1.3; HDAC3 inhib: -7.3; hERG protect: -6.0; KCNQ1 act: inactive; Dyrk1A ADPGlo: -3.5; PolyA inh: inactive

What do the screens show for `COc1cccc(-c2cc3nc(-c4ccccc4)cc(=O)n3[nH]2)c1`?
KCNQ1 block: inactive; KCNK3 block: inactive; GSK3beta inhib: 1.5; KCNK9 inh: inactive; RGS4 act: inactive; GSK3 alpha inh: -1.8; HDAC3 inhib: -32.7; hERG protect: -2.6; KCNQ1 act: inactive; Dyrk1A ADPGlo: 3.4; PolyA inh: inactive

How did CCCN(CCC)S(=O)(=O)c1ccc(C(=O)N2CCC(=O)c3ccccc32)cc1 do in these assays?
KCNQ1 block: inactive; KCNK3 block: inactive; GSK3beta inhib: -3.7; KCNK9 inh: inactive; RGS4 act: inactive; GSK3 alpha inh: -1.7; HDAC3 inhib: -2.4; hERG protect: -22.0; KCNQ1 act: inactive; Dyrk1A ADPGlo: -2.6; PolyA inh: inactive

Results for CCOC(=O)c1c(C)noc1-c1ccco1 ?
KCNQ1 block: inactive; KCNK3 block: inactive; GSK3beta inhib: 0.3; KCNK9 inh: inactive; RGS4 act: inactive; GSK3 alpha inh: -1.1; HDAC3 inhib: 1.1; hERG protect: -10.4; KCNQ1 act: inactive; PolyA inh: inactive

What do the screens show for `O=C(CCCn1c(=O)oc2ccccc21)N1CCN(c2ccccn2)CC1`?
KCNQ1 block: inactive; KCNK3 block: inactive; GSK3beta inhib: 0.7; KCNK9 inh: inactive; RGS4 act: inactive; GSK3 alpha inh: 0.1; HDAC3 inhib: -21.5; hERG protect: -5.4; KCNQ1 act: inactive; Dyrk1A ADPGlo: 0.9; PolyA inh: inactive

What do the screens show for `O=C(Cn1cc([N+](=O)[O-])cn1)Nc1ccccn1`?
KCNQ1 block: inactive; KCNK3 block: inactive; GSK3beta inhib: -1.4; KCNK9 inh: inactive; RGS4 act: inactive; GSK3 alpha inh: 3.3; HDAC3 inhib: -0.5; hERG protect: -0.6; KCNQ1 act: inactive; Dyrk1A ADPGlo: 5.2; PolyA inh: inactive

How did CC(=O)Nc1ccc([N+](=O)[O-])c(CS(=O)(=O)c2ccc(C)cc2)c1[N+](=O)[O-] do in these assays?
KCNQ1 block: inactive; KCNK3 block: inactive; GSK3beta inhib: 0.4; KCNK9 inh: inactive; RGS4 act: inactive; GSK3 alpha inh: -2.4; HDAC3 inhib: -0.4; hERG protect: -2.6; KCNQ1 act: inactive; Dyrk1A ADPGlo: -1.8; PolyA inh: inactive
